Vif-APOBEC3G blk = Vif-A3G binding inhibition. AID 602310. HeLa A3G-eYFP + Vif (tagged APOBEC3G with the HIV-1 protein that degrades it), YFP fluorescence, overnight. hit rate 0.076% among 410,000. Q9HC16. Potency, µM (highest dose often 46.1 µM), inactives show at the top dose activity, negative = active, usual class: inhibitors;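 further: potency means the concentration at half of the fitted maximal effect; on the % scale 0 is the no-effect control and ±100 the full control effect; nearly all actives have a fitted effect of over 60% in size; hits raise eYFP signal because A3G escapes Vif-driven loss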
Target sequence (Q9HC16 whole entry, looked up): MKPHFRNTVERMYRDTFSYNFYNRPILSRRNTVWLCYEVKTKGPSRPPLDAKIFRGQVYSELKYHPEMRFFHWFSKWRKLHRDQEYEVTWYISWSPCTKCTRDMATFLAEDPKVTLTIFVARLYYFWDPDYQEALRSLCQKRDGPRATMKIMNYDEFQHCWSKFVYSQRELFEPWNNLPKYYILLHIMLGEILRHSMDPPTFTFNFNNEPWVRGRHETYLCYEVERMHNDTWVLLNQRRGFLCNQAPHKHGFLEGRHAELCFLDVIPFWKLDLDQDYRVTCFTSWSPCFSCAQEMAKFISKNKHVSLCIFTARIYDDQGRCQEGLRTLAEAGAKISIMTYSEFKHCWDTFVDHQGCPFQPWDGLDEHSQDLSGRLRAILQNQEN
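Read-out is eYFP fluorescence (Ex 488/Em 500-530) from Vif-expressing HeLa A3G-eYFP cells; more signal means A3G escaped Vif-mediated degradation. Cells plated overnight, compound pinned in, incubated overnight at 37 deg C.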
RXFP1 ag = agonists of human relaxin receptor RXFP1 | Q9HBX9 | HEK293T-RXFP1 cAMP TR-FRET, 30 min; response scale: percent of porcine relaxin response, buffer zero | Potency, µM (highest dose often 57.5 µM), for inactives: top-dose activation, most hits filed as activators | hit rate 0.3% among 370,000; further: potency means the concentration at half of the fitted maximal effect; on the % scale 0 is the no-effect control and ±100 the full control effect; nearly all actives have a fitted effect of over 60% in size; many of its hits are not listed in these tables
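HEK293 cells stably expressing RXFP1, treated 30 min at 37C with compounds plus PDE4 inhibitor Ro 20174; cAMP measured by HTRF TR-FRET. Normalized to buffer and 29 nM porcine relaxin; EC50 by Hill fit.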
D1 ag = activates the human D1 dopamine receptor; P21728; HEK293 T-REx D1 cells, calcium flux, agonist mode; activation, % at 2 µM; hit rate 1% among 360,000; AID 504660; in the data active means activation above about 30%; further: 0% is about no effect
Target sequence (P21728 whole entry, looked up): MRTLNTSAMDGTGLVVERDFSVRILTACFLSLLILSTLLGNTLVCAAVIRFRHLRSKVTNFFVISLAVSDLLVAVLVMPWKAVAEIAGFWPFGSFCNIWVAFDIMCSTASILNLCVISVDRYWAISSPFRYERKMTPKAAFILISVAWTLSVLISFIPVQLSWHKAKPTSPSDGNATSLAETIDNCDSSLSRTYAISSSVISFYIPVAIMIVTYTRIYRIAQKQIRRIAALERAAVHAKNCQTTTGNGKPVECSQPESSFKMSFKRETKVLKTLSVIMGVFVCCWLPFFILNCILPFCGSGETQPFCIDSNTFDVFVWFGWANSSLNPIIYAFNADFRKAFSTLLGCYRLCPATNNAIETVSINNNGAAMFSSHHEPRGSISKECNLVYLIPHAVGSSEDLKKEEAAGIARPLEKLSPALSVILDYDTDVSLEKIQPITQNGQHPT
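Agonism was scored from calcium flux recorded over 180 s (1 read/s) after pintool compound addition, following a 10-cycle baseline. Cells were inducible force-coupled HEK293 TREx D1, plated overnight at 30 C and loaded with no-wash calcium dye.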
D1 PAM = potentiators of human D1 dopamine receptor; potentiation, % at 10 µM; hit rate 0.036% among 360,000; HEK293 TREx D1 cells, calcium flux, dopamine EC20 potentiation; AID 504651; P21728; in the data active means potentiation above about 30%; further: 0% is about no effect
RXFP1 antagonist = antagonists of human relaxin receptor RXFP1; HEK293-RXFP1, relaxin-stimulated cAMP HTRF, 30 min; stronger effect = lower value; activity change, negative = inhibition, % at 57.5 µM; hit rate 0.59% among 350,000; AID 1259400;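 active means activity change of -60% or lower, but not beyond a set lower limit; inconclusive means change between -60% and -40%, or beyond the set limit; inactive means change above -40%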; further: on the % scale 0 is the no-effect control and ±100 the full control effect
D2 potentiator = D2 dopamine receptor (human) potentiation; P14416; HEK293 T-REx D2, calcium flux, EC20 dopamine potentiation; potentiation, % at 10 µM; hit rate 0.34% among 340,000; AID 485347;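 active means potentiation over 3 SD above the plate norm, cut at about 30% in these data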; further: 0% is about no effect
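Calcium flux readout, no-wash dye, 1 read/s. Inducible HEK293 Trex D2 line, overnight 30 C. Compound alone 180 s (agonist flags), then EC20 dopamine, another 180 s to score potentiation.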
GRP78 ERSR act = inducers of ER stress response in human glioma cells; hit rate 0.02% among 420,000; U87-MG GRP78 promoter luciferase reporter, 16 h; AID 602332; Potency, µM, without a hit: top-dose activation, most hits filed as activators; further: potency means the concentration at half of the fitted maximal effect; series mostly up to about 76 µM; % of control where 0% means no effect; nearly all actives have a fitted effect of over 35% in size
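Stably transfected U87-MG glioma cells carrying a GRP78-based luciferase sensor; 16 h compound incubation. Luminescence end-point read 10 min after Bright-Glo addition at room temperature.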
D1 antagonist = human D1 dopamine receptor antagonism. P21728. HEK293 TREx D1 cells, calcium flux, dopamine EC80; stronger effect = lower value. hit rate 3.2% among 360,000. activity change, negative = inhibition, % at 10 µM; in the data active means activity change below about -30%; further: on the % scale 0 is the no-effect control and ±100 the full control effect
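Antagonism measured as reduced calcium response to an EC80 dopamine addition following 180 s compound pre-read; cells were inducible HEK293 Trex D1 plated overnight at 30 C, read kinetically at 1 cycle/sec.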
Vif-A3F inh = blocks the Vif interaction with APOBEC3F. HeLa A3F-eYFP + Vif (tagged APOBEC3F with the HIV-1 protein that degrades it), YFP fluorescence increase. Potency, µM (doses to about 46.1 µM), for inactives: top-dose activity, negative = active. hit rate 0.2% among 390,000. AID 602313; further: potency means the concentration at half of the fitted maximal effect; % of control where 0% means no effect; nearly all actives have a fitted effect of over 65% in size
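HeLa cells stably expressing A3F-eYFP plus Vif, plated and incubated overnight at 37 deg C, then exposed to compounds overnight at 37 deg C. Blocked degradation read as raised yellow fluorescence (Ex 488/Em 500-530).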
An asterisk follows results filed as active; u = inconclusive; x = not tested or not shown. Unless noted, the call rests on the fitted dose curve; in most records, active means well fitted curve in the direction sought with a large enough effect; inconclusive means small, poorly fitted or top-dose-only effect, or another doubt; inactive means no such curve, though single readings can be large; an effect the other way counts as inactive or inconclusive. This is a subset; the hit share may differ from the screen's.

SMILES	Vif-APOBEC3G blk	RXFP1 ag	D1 ag	D1 PAM	RXFP1 antagonist	D2 potentiator	GRP78 ERSR act	D1 antagonist	Vif-A3F inh
CCC(=O)c1cc2c(cc1NC(=O)C(C)C)OCCO2	-7%	1.4%	-1	0	-10	-1	-8%	-4	-7%
CCC1(C)Cc2nc3[nH]c(=S)n(-c4ccc(C)cc4)c(=O)c3cc2CO1 (configuration not stated)	0%	3.9%	2	7	-12	-2	-4%	-2	-8%
CCOC(=O)c1ccc(NC(=O)CC2C(=O)N(c3ccccc3)C(=O)N2Cc2ccc(C)cc2)cc1 (configuration not stated)	1%	0.4%	2	2	x	-11	1%	0	1%
COC(=O)CSc1nnc2c3c4c(sc3nc(-n3nc(C)cc3C)n12)COC(C)(C)C4	-3%	2.8%	2	1	-7	-3	-2%	5	-3%
N#Cc1ccc(N/N=C/c2ccccc2)c([N+](=O)[O-])c1	2%	0.9%	1	4	-8	-2	-1%	-3	-19%
CCOc1cccc(NC(=O)C2CC(=O)N(C)C(=Nc3cccc(OC)c3)S2)c1 (configuration not stated)	-4%	-0.3%	18	1	x	-17	-3%	-19	1%
Fc1ccc(C(CCNCc2cccs2)c2ccco2)cc1 (configuration not stated)	-1%	1.3%	10	-3	-15	-14	-5%	7	-15%
Cc1ccc(S(=O)(=O)N(CCO)Cc2ccccc2)cc1	1%	1.8%	2	0	19	14	-3%	3	3%
COc1ccccc1CNC(=O)CCCn1c(=O)c2ccccc2n(Cc2ccc(F)cc2)c1=O	0%	0.9%	0	0	x	1	-1%	4	-17%
Clc1cccc(CNCCCSc2ncccn2)c1Cl	-2%	0.8%	14	-4	3	-8	-2%	-19	-1%
N#Cc1ccc(COC(=O)c2cc(=O)c3ccccc3o2)cc1	-2%	-0.2%	5	-4	-4	-1	3%	2	-5%
Cc1ccc(CNC(=O)CCCn2c(=O)c3ccccc3n(CC(=O)Nc3ccc(C)cc3)c2=O)cc1	-2%	2.6%	3	-2	x	3	-2%	-8	-5%
Cc1cc(C)c2sc(N3CCN(C(=O)C4CC4)CC3)nc2c1	-1%	2.5%	0	-2	x	-5	1%	x	2%
CC1(C(=O)O)CCC(C(=O)Nc2ccc(F)cc2)C1(C)C (configuration not stated)	0%	0.7%	1	-4	-11	0	-5%	-2	0%
CC(C)CC(=O)N1CCC(O)(CS(=O)(=O)Cc2ccccc2Cl)CC1	1%	1.3%	4	5	-9	2	-4%	18	4%
CCCn1c(-c2cccc(Br)c2)nc2ccccc21	2%	-1.2%	1	-3	-1	7	0%	-35*	1%
CCOc1cc(NC(=S)NCC(C)C)c(OCC)cc1NC(=O)c1cccs1	1%	0.8%	2	-2	-6	-4	-9%	-16	-5%
CC(=O)Nc1nc2ccc(-c3nc4ccccc4o3)cc2s1	3%	0.5%	-2	-11	3	-11	-1%	-14	12%
COc1cc(C(=O)N/N=C/c2sccc2C)cc(OC)c1OC	u	2.3%	4	2	0	-6	-5%	-7	4%
COc1ccc(CCNC(=O)CSc2nc(N)c(C#N)c(-c3cccs3)c2C#N)cc1OC	-11%	14%	1	-5	-8	16	-3%	0	0%
CN1CC2(C)CN(C(c3ccccc3)c3ccccc3)CC(C)(C1)C2O (configuration not stated)	-5%	0.6%	0	1	-15	1	-3%	-8	2%
CCC(=O)N1CCc2cc(Br)cc(S(=O)(=O)CCC(=O)NCCOC)c21	-1%	1.1%	4	9	11	-10	-5%	10	-8%
CC1(C)CC(=O)C(C=NCCN2CCN(CC(=O)Nc3ccc(Cl)cc3)CC2)=C(O)C1	2%	1.7%	2	-3	-1	13	-2%	-6	7%
CCOC(=O)c1c(-c2ccccc2)csc1/N=C/C1C(=O)CCCC1=O	-17%	0.5%	19	-1	-6	-1	-4%	1	-10%
N#CC1=C(SCC(N)=O)NC(=O)CC1c1cccc2ccccc12 (configuration not stated)	0%	x	x	x	-11	x	-2%	x	-11%
Cc1ccc(Oc2ccc(C(F)(F)F)cc2[N+](=O)[O-])c([N+](=O)[O-])n1	-1%	1.0%	3	-5	-2	7	3%	-17	-2%
COc1ccccc1-n1c(C)nnc1SCC(=O)Nc1cc(C)cc(C)c1	-8%	0.4%	3	1	4	x	-1%	-1	-3%
COc1ccccc1CNC(=O)CCn1c(=O)c2ccccc2n(CC(=O)Nc2ccc(C)cc2C)c1=O	0%	7.5%	5	0	x	0	-4%	-1	-1%
CCOC(=O)c1c(C)[nH]c(C)c1S(=O)(=O)N1CCC(C(=O)N2CCN(c3cc(C)ccc3C)CC2)CC1	-14%	2.6%	5	-1	-17	3	-4%	-11	3%
Cc1ccc(C)c(NC(=O)CN(C)C(=O)c2cc(C3CC3)nn2-c2ccccc2)c1	0%	x	x	x	-10	x	-4%	x	1%
Cc1ccc(-n2nc3c(=O)n(CCCC(=O)N4CCCCC4)nc(C)c3c2C)cc1	0%	7.9%	1	-1	-6	-3	3%	-17	-4%
CN(C)CCC(Oc1ccccc1OCc1ccccc1)c1ccccc1 (configuration not stated)	1%	x	x	x	-19	x	-6%	x	6%
COc1cnc(-c2ccccc2)c(-c2ccccc2)n1	-2%	x	x	x	-9	x	-4%	x	-1%
CC(NC(=O)CSc1nc2ccccc2n1CCC#N)c1ccc(F)cc1 (configuration not stated)	-8%	-0.2%	3	-2	0	1	1%	1	-2%
COc1ccc(C(=O)Oc2cc(C)[nH]c(=O)c2[N+](=O)[O-])c(OC)c1	2%	-1.4%	1	-2	x	x	-4%	-11	-8%
CCOC(=O)c1cc(-c2ccccc2)n(CCC(=O)N2CCN(c3ccccc3OC)CC2)c1C	0%	-0.8%	5	-1	-29	1	-5%	17	-2%
CCCOC(=O)c1ccc(NC(=O)c2ccc(Br)o2)cc1	0%	3.7%	8	-6	-22	11	6%	-32*	-6%
CC(C)(C)NC(=S)NNC(=O)c1ccccc1Cl	-1%	-0.7%	3	-18	-9	-4	0%	-7	2%
c1ccc2[nH]c(SCCN3CCOCC3)nc2c1	2%	1.7%	2	-6	-1	-5	5%	9	2%
CCCn1c(N)c(N2CCCCC2)c(=O)n(CC(=O)Nc2cccc(S(=O)(=O)N(C)C)c2)c1=O	-3%	x	x	x	-5	x	-3%	x	-6%
CCN1CCN(C(=O)c2cc(S(=O)(=O)Nc3ccc(S(C)(=O)=O)cc3)ccc2Cl)CC1	0%	0.5%	1	-5	-18	-13	3%	-47*	-8%
O=C(c1cnn2c(C(F)F)cc(-c3ccccc3)nc12)N1CCc2ccccc21	-6%	3.4%	1	-2	-7	-1	-3%	-3	1%
CCNc1ccc(Br)cc(C(=O)/C=C/c2ccc(Cl)cc2Cl)c1=O	u	0.5%	4	1	-14	4	0%	-2	u
COCCNC(=O)CN1CCC(NC(=O)Nc2ccc(C(F)(F)F)cc2)CC1	2%	-2.9%	3	9	22	x	-3%	10	-7%
CCCCn1c(=O)n(-c2ccc(Br)cc2F)c(=O)c2c3c(sc21)CN(C(C)=O)CC3	-5%	0.9%	0	0	x	-3	2%	10	1%
CCOc1ccc(NC(=O)CC2C(=O)N(c3ccccc3)C(=O)N2Cc2ccco2)cc1 (configuration not stated)	-5%	1.3%	-2	-4	-5	1	7%	-42*	-13%
O=c1c2ccccc2nnn1-c1ccc(Br)cc1	0%	0.3%	2	-5	3	14	2%	-2	-2%
CC1=C(c2ccc(F)cc2)S(=O)(=O)N=C1N1CCC(C(=O)NCCc2ccco2)CC1	x	-2.6%	2	-4	5	x	x	-18	x
CC(C)[C@H](NC(=O)CCCn1nnc2ccccc2c1=O)C(=O)O	0%	5.4%	2	-10	0	2	0%	-26	20%
O=S(=O)(NCc1cn2ccsc2n1)c1ccc(Oc2ccccc2)cc1	-10%	1.5%	x	x	-3	x	-2%	x	x
Cc1ccc(OCCSc2nnc(-c3cccs3)n2C)cc1	-3%	-4.5%	-1	-6	-5	-1	-2%	3	2%
COc1ccc(NC(=O)COC(=O)CCCN2C(=O)c3ccccc3C2=O)cc1Cl	1%	2.5%	1	-2	0	x	3%	-9	-1%
CC(=O)Nc1ccc(-n2c(C)c(C(C)=O)c(C(C)=O)c2C)cc1	4%	-0.2%	2	-1	-11	-7	-3%	4	-6%
CC(c1ccccc1)N1CC(C(=O)N2CCN(c3ccccc3)CC2)CC1=O (configuration not stated)	1%	0.5%	2	-4	x	13	-2%	-4	1%
CCOC(=O)Cn1c2c(c(-c3ccccc3OC)cc1=O)CCCC2	-8%	1.2%	1	-1	-31	-3	-2%	4	4%
COC(=O)C(OC(=O)c1ccccc1)C(C)Br (configuration not stated)	-2%	1.5%	-3	-4	x	0	-3%	x	3%
CC(=O)c1cccc(NC(=O)N2CCCC2C(=O)NCCC(C)C)c1 (configuration not stated)	0%	-0.2%	2	0	-2	-13	-2%	3	4%
CCc1ccc(NC(=O)c2cnn3ccccc23)cc1	-3%	1.4%	1	1	x	-1	-12%	-12	-2%
O=C1OCCC1Sc1nnc(-c2ccco2)n1-c1ccccc1 (configuration not stated)	-9%	1.3%	1	-5	-12	-1	-8%	17	8%
COCCCNc1nc(N)c([N+](=O)[O-])c(N2CCCCCC2)n1	-7%	2.6%	6	-8	-12	4	-2%	-16	-1%
C[C@@H](C(=O)Nc1ccc2ccccc2c1)[C@@H]1C[C@@]1(C)[C@@H](NC(=O)OCc1ccccc1)c1ccccc1	-2%	1.1%	5	-2	x	-11	-1%	1	-6%
Cc1ccc(/C=C/C(=O)OCC(=O)NC(=O)NCc2ccco2)cc1	3%	0.6%	2	6	0	2	-4%	1	0%
